TRHR ag = TRH receptor (human) agonism | TRHR cells, calcium flux fluo-8, FDSS agonist mode | activation, % at 2 µM | hit rate 0.18% among 360,000 | AID 493084; in the data active = activation above about 30%; also: 0% is about no effect
Target sequence (P34981 whole entry, looked up): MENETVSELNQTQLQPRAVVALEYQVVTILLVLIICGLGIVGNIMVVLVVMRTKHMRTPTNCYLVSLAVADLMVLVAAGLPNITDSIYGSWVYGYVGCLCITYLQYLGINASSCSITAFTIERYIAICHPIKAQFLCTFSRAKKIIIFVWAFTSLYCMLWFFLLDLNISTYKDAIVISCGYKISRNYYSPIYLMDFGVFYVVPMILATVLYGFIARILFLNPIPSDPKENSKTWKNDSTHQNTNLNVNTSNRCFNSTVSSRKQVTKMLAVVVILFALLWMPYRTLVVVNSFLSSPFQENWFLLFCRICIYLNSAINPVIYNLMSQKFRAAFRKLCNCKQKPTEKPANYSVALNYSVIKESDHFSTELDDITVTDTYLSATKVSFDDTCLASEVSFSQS
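TRHR-expressing cells, plated overnight in medium with 10% serum, were loaded with fluo-8 calcium dye at room temperature. After a 10 s baseline, library compound was pin-added and calcium release was recorded kinetically (ex 480/em 530) as agonist response.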
TrxR1 inh = blocks rat thioredoxin reductase 1; hit rate 1% among 390,000; AID 588453; recombinant rTrxR1, NADPH fluorescence consumption, selenite substrate; Potency, µM (doses to about 114 µM), inactives show at the highest dose activity change, negative = inhibition, actives largely listed as inhibitors; also: potency is read from the fitted curve at half-maximal effect; % is scaled to controls: 0 for no effect and ±100 for the full control effect; nearly all actives have a fitted effect of over 65% in size
Target sequence (O89049 whole entry, looked up): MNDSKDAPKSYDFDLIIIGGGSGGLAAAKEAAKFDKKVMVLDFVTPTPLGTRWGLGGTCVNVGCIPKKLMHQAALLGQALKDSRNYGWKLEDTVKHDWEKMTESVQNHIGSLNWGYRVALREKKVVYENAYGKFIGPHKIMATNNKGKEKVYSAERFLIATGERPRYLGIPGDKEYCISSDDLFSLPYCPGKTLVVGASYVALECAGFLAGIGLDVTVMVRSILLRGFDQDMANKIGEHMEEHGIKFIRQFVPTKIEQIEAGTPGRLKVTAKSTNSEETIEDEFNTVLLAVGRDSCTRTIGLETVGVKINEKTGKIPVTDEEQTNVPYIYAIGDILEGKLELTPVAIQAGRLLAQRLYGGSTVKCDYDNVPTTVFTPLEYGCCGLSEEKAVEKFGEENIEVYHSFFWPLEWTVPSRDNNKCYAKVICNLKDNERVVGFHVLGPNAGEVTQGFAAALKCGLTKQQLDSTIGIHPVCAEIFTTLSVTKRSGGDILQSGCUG
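Rat TrxR1 (90 nM in the dispensed reagent) was pre-reduced with 400 uM NADPH for 5 min at room temperature, then incubated with compound for 15 min. After 400 uM selenite was added, NADPH fluorescence (Ex 340/Em 450 nm) was followed for 8 min.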
Pin1 inh = human Pin1 inhibition. Q13526. Pin1 FP peptide displacement, HiFluor488, 10 min. Potency, µM (series often up to 115 µM), for inactives: at the highest dose activity, negative = inhibition, usual class: inhibitors. hit rate 0.009% among 390,000; active = well fitted inhibition curve with a large enough effect in the polarisation, with a control signal flat, not every such curve was filed as active; inconclusive = small, poorly fitted or top-dose-only effect, or effect the other way, or a change in a side signal; inactive = no such curve, though single readings can be large or run the other way; the % refers to the polarisation; also: potency is read from the fitted curve at half-maximal effect; % is scaled to controls: 0 for no effect and ±100 for the full control effect
Target sequence (Q13526 whole entry, looked up): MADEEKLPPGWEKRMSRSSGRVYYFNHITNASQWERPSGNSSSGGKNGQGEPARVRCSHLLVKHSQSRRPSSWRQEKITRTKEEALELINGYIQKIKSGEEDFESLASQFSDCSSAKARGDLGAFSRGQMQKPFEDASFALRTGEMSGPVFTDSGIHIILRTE
TrxR1 substrate = is turned over as a substrate by rat TrxR1; hit rate 0.01% among 390,000; O89049; purified TrxR1 substrate turnover, NADPH consumption readout; Potency, µM (top dose mostly 114 µM), inactives show at the highest dose activity change, negative = substrate turnover; also: potency is read from the fitted curve at half-maximal effect; % is scaled to controls: 0 for no effect and ±100 for the full control effect; nearly all actives have a fitted effect of over 50% in size
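Rat TrxR1, dispensed at 90 nM, was prereduced with 400 uM NADPH (final) for 5 min at ~22 deg C, then incubated with compound 15 min before 400 uM selenite. A first-read NADPH fluorescence drop versus no-compound background flagged substrates.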
TRHR enhancer = TRH receptor (human) allosteric enhancement; TRHR cells, fluo-8 calcium fluorescence, EC20 TRH enhancement; enhancement, % at 2 µM; hit rate 0.66% among 360,000; AID 493056; in the data active = enhancement above about 30%; also: 0% is about no effect
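TRHR-expressing cells loaded with fluo-8 calcium dye were read kinetically (ex 480/em 530) during compound addition, then stimulated with an EC20 of TRH (10 nM final). Enhancement of the Gq-mediated intracellular calcium response was scored.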
An asterisk follows results filed as active; ? = inconclusive; . = no result given; & = joins results of further samples; [ ] = another dose, or the depositor's remark. Unless noted, calls follow the shape of the dose curve; as a rule, active = well fitted inhibition curve with a large enough effect; inconclusive = small, poorly fitted or top-dose-only effect; inactive = no such curve, though single readings can be large or run the other way. An excerpt; the hit share may differ from the screen's.

No.	SMILES	TRHR ag	TrxR1 inh	Pin1 inh	TrxR1 substrate	TRHR enhancer
1	Cc1cc2c(s1)c1cnn(Cc3ccc(-n4cncn4)cc3)c(=O)c1n2C	-1.0	.	-1%	.	9
2	Cc1cc2c(s1)c1cnn(Cc3ccc(F)cc3F)c(=O)c1n2C	-1.5	.	0%	.	-2
3	N#CN1CCC(NC(=O)c2cccc(F)c2)CC1	1.5	.	-4%	.	-10
4	Cn1nnnc1Sc1ncnc2scc(-c3cccc(N)c3)c12	-0.7	.	-2%	.	8
5	Cc1ccc(CCN2C(=O)c3ccc(C(=O)O)cc3C2=O)cc1	0.6	.	0%	.	5
6	CC(C)(C)OC(=O)Cc1nnc(-c2cc3ccccc3[nH]2)o1	1.1	.	0%	.	-7
7	CCCCCn1ncc2c3sc(C)cc3n(C)c2c1=O	-2.3	.	-1%	.	-2
8	O=C(O)c1ccc2c(c1)C(=O)N([C@@H](Cc1ccc(O)cc1)C(=O)O)C2=O	0.4	.	?	.	4
9	CC(C)CC(OC(=O)CNC(=O)c1ccccc1)C(=O)Nc1cc(C(F)(F)F)ccc1Cl (stereo not given)	-1.8	.	0%	.	-8
10	COc1ccc(NC(=O)C(OC(=O)CNC(=O)c2ccccc2)c2ccccc2)c(C)c1 (stereo not given)	-0.2	.	-2%	.	0
11	Cc1cc2c(s1)c1cnn(Cc3cccc(F)c3F)c(=O)c1n2C	-0.1	.	7%	.	-2
12	Cc1cc2c(s1)c1cnn(Cc3ccc(F)cc3Cl)c(=O)c1n2C	-0.1	.	-3%	.	4
13	O=C(O)c1ccc2c(c1)C(=O)N([C@@H](C(=O)O)C(c1ccccc1)c1ccccc1)C2=O	0.3	.	-2%	.	1
14	O=C(CNC(=O)c1ccc(Cl)cc1)OC(C(=O)Nc1cc(C(F)(F)F)ccc1Cl)c1ccccc1 (stereo not given)	0.9	.	?	.	-4
15	CCCCC(OC(=O)CNC(=O)c1ccccc1)C(=O)Nc1cc(C(F)(F)F)ccc1Cl (stereo not given)	1.1	.	2%	.	-4
16	N#Cc1nc(Nc2cc(Cl)cc(Cl)c2)nc(NC2CCCC2)n1	1.6	.	8%	.	3
17	O=S(=O)(c1ccc2c(c1)OCCO2)N1CCN(S(=O)(=O)c2c(Cl)cc(C(F)(F)F)cc2Cl)CC1	-2.2	.	?	.	4
18	N#Cc1ccccc1S(=O)(=O)N1CCN(S(=O)(=O)c2ccc3c(c2)OCCO3)CC1	1.4	.	7%	.	-1
19	Cc1cc(C)cc(Cn2ncc3c4sc(C)cc4n(C)c3c2=O)c1	-1.5	.	-3%	.	8
20	O=[S+]([O-])(c1ccc2c(c1)OCCO2)N1CCN([S+](=O)([O-])c2ccccc2Br)CC1	1.0	.	-15%	.	-4
21	O=[S+]([O-])(c1ccc2nsnc2c1)N1CCN([S+](=O)([O-])c2c(F)cccc2F)CC1	0.9	.	-1%	.	-1
22	Cc1cc2c(s1)c1cnn(Cc3cccc(Cl)c3F)c(=O)c1n2C	0.2&-0.6	.	16%&-15%	.	2&6
23	Cn1nnnc1Sc1ncnc2scc(-c3ccccc3S(C)(=O)=O)c12	1.2	.	-4%	.	-4
24	O=[S+]([O-])(c1ccc2c(c1)OCCO2)N1CCN([S+](=O)([O-])c2c(F)cc(O)cc2F)CC1	1.1	.	16%	.	-4

Overlap with the part before: four entries, followed by the next part.
No.	SMILES	TRHR ag	TrxR1 inh	Pin1 inh	TrxR1 substrate	TRHR enhancer
21	O=[S+]([O-])(c1ccc2nsnc2c1)N1CCN([S+](=O)([O-])c2c(F)cccc2F)CC1	0.9	.	-1%	.	-1
22	Cc1cc2c(s1)c1cnn(Cc3cccc(Cl)c3F)c(=O)c1n2C	0.2&-0.6	.	16%&-15%	.	2&6
23	Cn1nnnc1Sc1ncnc2scc(-c3ccccc3S(C)(=O)=O)c12	1.2	.	-4%	.	-4
24	O=[S+]([O-])(c1ccc2c(c1)OCCO2)N1CCN([S+](=O)([O-])c2c(F)cc(O)cc2F)CC1	1.1	.	16%	.	-4
25	Cc1cc2c(s1)c1cnn(Cc3cc(C(F)(F)F)cc(Cl)c3F)c(=O)c1n2C	1.6	.	4%	.	6
26	O=S(=O)(c1ccc2c(c1)OCCO2)N1CCN(S(=O)(=O)c2ccccc2OC(F)(F)F)CC1	1.0	.	16%	.	1
27	O=C(Nc1nc(Nc2cc(F)cc(F)c2)nc(NC2CCCC2)n1)OCc1ccccc1	1.2	.	1%	.	-3
28	O=S(=O)(c1cccc(F)c1)N1CCN(S(=O)(=O)c2ccc3c(c2)OCCO3)CC1	-1.6	.	-12%	.	4
29	O=C(CNC(=O)C1CCCC1)OC(C(=O)Nc1cc(C(F)(F)F)ccc1Cl)c1ccccc1 (stereo not given)	-1.1	.	0%	.	0
30	O=[S+]([O-])(/C=C/c1nc(Nc2cc(F)cc(F)c2)c2ncn(CC(F)F)c2n1)c1ccccc1	0.3	.	0%	.	-1
31	CCn1cnc2c(Nc3ccc(Cc4cccnc4)cc3)nc(C#N)nc21	-0.6	.	1%	.	-8
32	Cc1cc2c(s1)c1cnn(Cc3c(Cl)ccc(C)c3F)c(=O)c1n2C	0.4	.	90%[activator]	.	5
33	CCN(CC)C(=O)c1nn(-c2ccc(OC)cc2)c(=O)c2c(N)scc12	-0.9	.	-17%	.	-3
34	Cn1nnnc1Sc1ncnc2scc(I)c12	1.2	.	?	.	-1
35	CN(C)C(=O)c1ccc(-c2cc[nH]c(=O)c2N)cc1	1.8	.	-11%	.	-1
36	O=S(=O)(c1ccc2c(c1)OCCO2)N1CCN(S(=O)(=O)c2cc(F)ccc2F)CC1	-0.4	.	-1%	.	7
37	CC(C)CC(O)C(=O)Nc1cc(C(F)(F)F)ccc1Cl (stereo not given)	1.1	.	?	.	0
38	Cc1cc2c(s1)c1cnn(Cc3cc(F)cc(F)c3F)c(=O)c1n2C	0.0	.	0%	.	-1
39	O=C(CNC(=O)c1ccc2ccccc2c1)OC(C(=O)Nc1cc(C(F)(F)F)ccc1Cl)c1ccccc1 (stereo not given)	2.6	.	12%	.	-11
40	N#CN1CCC(NC(=O)c2ccc(C(F)(F)F)cc2)CC1	-1.1	.	-2%	.	2
41	N#CN1CCC(NC(=O)c2ccc(F)cc2)CC1	1.1	.	0%	.	1
42	Cc1cc2c(s1)c1cnn(Cc3ccccc3)c(=O)c1n2C	-1.1	.	-4%	.	0
43	O=C(CNC(=O)c1ccc2cc[nH]c2c1)OC(C(=O)Nc1cc(C(F)(F)F)ccc1Cl)c1ccccc1 (stereo not given)	-1.9	.	10%	.	-4
44	O=C(CNC(=O)c1ccccc1)OC(Cc1ccccc1)C(=O)Nc1cc(C(F)(F)F)ccc1Cl (stereo not given)	-2.7	.	?	.	-7
45	CC(=O)c1cccc(-c2csc3ncnc(Sc4nnnn4C)c23)c1	-0.8	.	1%	.	-1
46	Cc1ccc(Cn2ncc3c4sc(C)cc4n(C)c3c2=O)c(C)c1	0.2	.	3%	.	4
47	Cc1cccc(S(=O)(=O)NC2CCN(C#N)C2)c1 (stereo not given)	1.7	.	4%	.	3
48	N#Cc1nc(Nc2cccc(-c3ccccc3)c2)nc(NC2CCCC2)n1	1.3	.	12%	.	1
49	Cc1ccccc1C(=O)NCC(=O)OC(C(=O)Nc1cc(C(F)(F)F)ccc1Cl)c1ccccc1 (stereo not given)	2.3	.	5%	.	-8
50	O=c1c2[nH]c3ccsc3c2cnn1Cc1ccccc1F	-0.9	.	-4%	.	-1
51	COC(=O)c1ccc(Cn2ncc3c4sc(C)cc4n(C)c3c2=O)cc1	-0.7	.	0%	.	-5
52	CC1(C)CCC(C)(C)c2cc([S+](=O)([O-])N3CCN([S+](=O)([O-])c4c(F)cccc4F)CC3)ccc21	-0.5	.	11%	.	-2
53	O=C(O)c1ccc2c(c1)C(=O)N([C@H](Cc1c3ccccc3cc3ccccc13)C(=O)O)C2=O	0.2	.	?	.	5
54	Cn1nnnc1Sc1ncnc2scc(-c3cnc(N)nc3)c12	1.9	.	2%	.	7
55	Cc1ccccc1Nc1nc(C#N)nc(NC2CCCC2)n1	-1.0	.	5%	.	-4
56	O=S(=O)(c1ccc2c(c1)OCCO2)N1CCN(S(=O)(=O)c2cccs2)CC1	-0.3	.	1%	.	5
57	Cc1cc(C)c(C)c(S(=O)(=O)N2CCN(S(=O)(=O)c3ccc4c(c3)OCCO4)CC2)c1C	1.8	.	1%	.	1
58	O=S(=O)(c1ccc2nc(Cl)c(Cl)nc2c1)N1CCN(S(=O)(=O)c2c(F)cccc2F)CC1	-1.5	.	11%	.	-6
59	Cc1noc(C)c1-c1ccc2ncnc(NCc3ccc(F)c(F)c3)c2c1	21	.	-7%	.	-4
60	O=C(CNC(=O)C1CCCCCC1)OC(C(=O)Nc1cc(C(F)(F)F)ccc1Cl)c1ccccc1 (stereo not given)	-1.0	.	1%	.	1

61. COC(=O)c1ccccc1NC(=O)c1ccc(F)cc1F
62. Nc1cc(-c2ccccc2)c[nH]c1=O
63. Cc1cc2c(s1)c1cnn(Cc3ccc(C(F)(F)F)cc3F)c(=O)c1n2C
64. c1ccc(CNCc2nnc(-c3cc4ccccc4[nH]3)o2)cc1
65. Cc1cc2c(s1)c1cnn(Cc3ccc(F)c(C)c3)c(=O)c1n2C
66. COc1cc(Cn2ncc3c4sc(C)cc4n(C)c3c2=O)cc(OC)c1
67. Cc1cc2[nH]c3c(=O)n(Cc4ccccc4F)ncc3c2s1
68. Cc1ccc(C(=O)NC2CCN(C#N)CC2)cc1
69. COc1c(Cl)cccc1NC(=O)c1c(NC(=O)Cc2ccccc2)sc2c1CCCC2
70. O=C(NNc1c(Cl)cccc1Cl)c1sc2ccccc2c1Cl

assay / entry	61	62	63	64	65	66	67	68	69	70
TRHR ag	0.8	1.4	0.9	0.9	-1.0	0.1	0.1&0.3	0.4	0.1	.
TrxR1 inh	.	.	.	.	.	.	.	.	.	-5%
Pin1 inh	35%[activator]	?	0%	-5%	0%	1%	-3%&2%	5%	22%	-2%
TrxR1 substrate	.	.	.	.	.	.	.	.	.	5%
TRHR enhancer	0	1	2	0	1	4	-6&2	-1	-1	.

71. Cc1ccc(S(=O)(=O)N2CCC(c3nc(-c4cccs4)nc4ccccc34)CC2)cc1
72. CC1C(=O)N(S(=O)(=O)c2ccc([N+](=O)[O-])cc2)[C@H]1c1ccc2ccccc2c1 (stereo not given in full)
73. CCCN1CNc2c(c(=O)[nH]c(=S)n2CCc2ccsc2)C1
74. O=[N+]([O-])c1ccccc1S(=O)(=O)N1CCN(c2nc(-c3cccs3)nc3ccccc23)CC1
75. O=C(NNc1ccccc1F)c1cccs1
76. CN(C)Cc1ccc(-c2nc3cccc4c3n2CCNC4=O)cc1
77. O=C(NCCN1CCOCC1)C1(C(F)(F)F)CC(CCCO)CCCO1 (stereo not given)
78. COc1ccc(-c2nc(-c3ccc(C(=O)O)cc3)no2)cc1
79. O=C(NCc1ccccn1)C1(C(F)(F)F)CC(CCCO)CCCO1 (stereo not given)
80. CCCN1CNc2c(c(=O)[nH]c(=S)n2CCc2ccc(C)c(C)c2)C1
81. CC1CCN(c2oc(-c3ccc(OCc4ccccc4Cl)cc3)nc2C#N)CC1

assay / entry	71	72	73	74	75	76	77	78	79	80	81
TRHR ag	.	.	.	.	.	.	.	.	.	.	.
TrxR1 inh	12%	5%	-9%	16%	-34%	27%[57.1 µM]	4%	2%	6%	-7%	25%
Pin1 inh	1%	0%	1%	-2%	2%	-6%	-10%	2%	-1%	-2%	3%
TrxR1 substrate	0%	7%	1%	-3%	6%	19%[57.1 µM]	4%	5%	2%	2%	44%[activator]
TRHR enhancer	.	.	.	.	.	.	.	.	.	.	.

Assay outcomes from PubChem.
